EP2 modulator = modulates human prostaglandin E2 receptor EP2 signaling. P43116. EP2-expressing cells, cAMP HTRF FRET, PGE2 co-stimulation. induction, % at 25 µM. 260,000 compounds, 0.83% hits;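 active means compounds whose cAMP rise, as percent of the full-agonist control response, exceeds 60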;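 further: rat C6 glioma line stably carrying human EP2 under a CMV promoter; the protocol text gives 20 µM as final concentration; 100% = response of wells given 1 µM PGE2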
S1P4 ag = activates the human S1P4 receptor. activation, % at 4.98 µM. S1P4-expressing cell line, agonist reporter assay. O95977. 220,000 compounds, 0.35% hits; in the data active means activation above about 11%;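 further: 0% = DMSO vehicle and 100% = reference agonist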
EP2 antag = blocks the human prostaglandin E2 receptor EP2; inhibition, % at 25 µM; C6 glioma cells expressing human EP2, cAMP TR-FRET; cells stimulated with saturating PGE2; 260,000 compounds, 0.52% hits;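 active means percent inhibition above 40 after rounding to a whole number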;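 further: rat C6 glioma host cells with rolipram phosphodiesterase inhibitor present; the protocol text gives 20 µM as final concentration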
NPY-Y2 PAM-ag = human NPY-Y2 potentiation or agonism, primary screen. 220,000 compounds, 0.45% hits. cells expressing NPY-Y2, potentiator/agonist read-out. P49146. activation, % at 3.6 µM; in the data active means activation above about 27%;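 further: cells stimulated with NPY near EC25 plus isoproterenol at EC100; 0% = vehicle plus submaximal agonist and 100% = vehicle plus saturating agonist; some results beyond the cut were filed as inactive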
S1P4 antagonist = blocks the human S1P4 receptor. inhibition, % at 4.98 µM. AID 1510. 220,000 compounds, 0.26% hits. O95977. S1P4-expressing cells, antagonist mode, reporter read-out; in the data active means inhibition above about 29%;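 further: 0% = wells stimulated with agonist and 100% = vehicle wells without agonist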
eIF4E-4G inh = blocks eIF4E binding to eIF4G | TR-FRET eIF4E-eIF4GI(517-606) binding, 2 h | 220,000 compounds, 0.37% hits | inhibition, % at 21.7 µM | P63073+Q04637;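 active means inhibition above about 30%, limit read from the data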;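 further: 0% = full FRET control wells and 100% = background wells lacking eIF4GI fragment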
Target sequence (P63073 whole entry, looked up, the tested form may be a part): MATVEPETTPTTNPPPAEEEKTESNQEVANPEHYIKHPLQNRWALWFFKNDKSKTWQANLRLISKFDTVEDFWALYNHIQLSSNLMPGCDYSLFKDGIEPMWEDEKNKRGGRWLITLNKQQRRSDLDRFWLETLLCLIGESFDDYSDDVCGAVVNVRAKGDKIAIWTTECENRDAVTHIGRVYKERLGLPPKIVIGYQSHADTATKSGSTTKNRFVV
Target sequence (Q04637 whole entry, looked up, the tested form may be a part): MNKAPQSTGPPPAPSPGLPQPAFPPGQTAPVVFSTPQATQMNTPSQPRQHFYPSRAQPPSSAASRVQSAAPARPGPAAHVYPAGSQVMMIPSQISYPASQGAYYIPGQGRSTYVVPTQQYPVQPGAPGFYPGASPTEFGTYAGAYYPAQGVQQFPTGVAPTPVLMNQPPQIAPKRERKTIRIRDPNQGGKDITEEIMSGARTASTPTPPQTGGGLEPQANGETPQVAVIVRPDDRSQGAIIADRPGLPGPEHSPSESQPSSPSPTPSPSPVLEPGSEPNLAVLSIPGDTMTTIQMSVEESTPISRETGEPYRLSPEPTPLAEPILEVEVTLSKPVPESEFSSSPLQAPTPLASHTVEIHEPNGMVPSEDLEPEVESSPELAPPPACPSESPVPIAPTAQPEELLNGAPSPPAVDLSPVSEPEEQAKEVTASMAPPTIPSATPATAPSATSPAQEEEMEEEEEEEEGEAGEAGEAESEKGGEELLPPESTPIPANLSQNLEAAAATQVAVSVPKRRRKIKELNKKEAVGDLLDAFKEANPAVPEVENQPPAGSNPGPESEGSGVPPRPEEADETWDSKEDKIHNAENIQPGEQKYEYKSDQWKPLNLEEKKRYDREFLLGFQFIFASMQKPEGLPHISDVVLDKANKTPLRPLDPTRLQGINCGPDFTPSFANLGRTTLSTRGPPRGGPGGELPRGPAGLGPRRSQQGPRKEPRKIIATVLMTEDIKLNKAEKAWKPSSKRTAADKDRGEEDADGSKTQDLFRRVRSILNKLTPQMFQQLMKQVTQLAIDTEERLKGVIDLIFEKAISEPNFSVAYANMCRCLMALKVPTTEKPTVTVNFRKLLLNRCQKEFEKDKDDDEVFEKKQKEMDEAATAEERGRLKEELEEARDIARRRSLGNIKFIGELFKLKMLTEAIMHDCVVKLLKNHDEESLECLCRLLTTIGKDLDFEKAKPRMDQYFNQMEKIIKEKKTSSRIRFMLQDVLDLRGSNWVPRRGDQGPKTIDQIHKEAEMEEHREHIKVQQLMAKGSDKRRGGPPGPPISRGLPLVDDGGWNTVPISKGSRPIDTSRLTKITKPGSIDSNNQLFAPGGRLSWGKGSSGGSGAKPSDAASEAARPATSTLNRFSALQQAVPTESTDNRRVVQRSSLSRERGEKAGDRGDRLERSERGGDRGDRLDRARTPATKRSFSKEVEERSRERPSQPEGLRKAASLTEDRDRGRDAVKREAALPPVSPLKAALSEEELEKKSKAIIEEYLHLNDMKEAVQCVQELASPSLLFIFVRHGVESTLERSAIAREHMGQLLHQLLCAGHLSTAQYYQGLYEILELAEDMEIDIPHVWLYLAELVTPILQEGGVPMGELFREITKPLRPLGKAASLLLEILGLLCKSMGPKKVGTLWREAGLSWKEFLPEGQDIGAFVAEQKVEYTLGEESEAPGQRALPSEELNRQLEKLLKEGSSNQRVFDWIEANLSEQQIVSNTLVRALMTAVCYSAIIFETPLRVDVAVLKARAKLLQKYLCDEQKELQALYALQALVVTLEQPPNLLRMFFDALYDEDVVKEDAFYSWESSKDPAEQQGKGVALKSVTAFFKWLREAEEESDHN
NPY-Y1 PAM-ag = potentiators or agonists of human neuropeptide Y receptor Y1 | 220,000 compounds, 0.37% hits | activation, % at 3.6 µM | AID 1304 | P25929 | NPY-Y1 expressing cells, potentiator/agonist activation; in the data active means activation above about 33%, passing the limit was not always enough;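 further: cells stimulated with NPY at EC10 then isoproterenol at EC100; 0% = low agonist plus stimulus and 100% = saturating agonist plus stimulus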
NPY Y1 blocker = NPY-Y1 (human) receptor antagonism | AID 1040 | HEK293-CNG Y1 cells, membrane potential fluorescence; NPY at EC95, then isoproterenol | P25929 | 200,000 compounds, 1% hits | inhibition, % at 3.6 µM;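 active means inhibition above the campaign mean inhibition of all tested compounds plus 3 SD, cut at about 20% in these data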;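 further: 0% = DMSO wells given NPY plus isoproterenol and 100% = isoproterenol alone without NPY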
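Assay system: HEK293 cells with Y1 receptor plus CNG channel | Probe or stimulus: NPY (25 nM), isoproterenol (1 µM), Ro 20-1724 (25 µM) | Timing: Compound incubation 1 h at room temperature, readout 45 min post-stimulation | Measured by: Membrane-potential fluorescent dye readout | Benchmarks: High control isoproterenol alone, low control NPY with isoproterenol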
p97 ATPase inh = blocks human p97 ATPase activity | inhibition, % at 8 µM | P55072 | recombinant p97 ATPase, Kinase-Glo ATP luminescence, 3 h | 220,000 compounds, 0.42% hits; in the data active means inhibition above about 15%;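 further: 0% = DMSO vehicle and 100% = wells lacking enzyme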
* = called active by the depositor; · = not tested or not shown; & = joins results of further samples; [ ] = another dose, or the depositor's remark.

SMILES	EP2 antag	NPY-Y1 PAM-ag	S1P4 ag	NPY Y1 blocker	S1P4 antagonist	NPY-Y2 PAM-ag	EP2 modulator	p97 ATPase inh	eIF4E-4G inh
CCNC(=O)C1CC(=O)N(c2ccc(Br)cc2)C1 (stereo unspecified)	11.8&4.4	18.6	1.9	-3.8	-1.8	8.8	10.6&-49.5	7.3	-3.8
CC(=O)Nc1ccc(-c2nnn(CC(=O)c3ccccc3)n2)cc1Cl	10.8	-4.5	0.7	2.6	-1.0	0.3	-1.9	1.7	-0.3
Cc1cc(C)c(NC(=O)COC(=O)c2cccc3c2C(=O)c2ccccc2C3=O)c(C)c1	6.1	-11.9	-0.2	5.9	-5.8	4.5	45.0	1.2	2.5
Cc1ccc(NC(=O)c2cccc(N3C(=O)C4C5CCC(C5)C4C3=O)c2)c(C)c1 (stereo unspecified)	1.4	8.8	-0.9	-0.4	-5.0	28.9	-0.6	6.0	-0.1
Cc1c(CCO)c(=O)n(C)n1C(=O)c1ccc(Cl)cc1	10.1	1.6	-1.0	-1.3	6.1	8.2	27.9	3.9	-5.3
O=[N+]([O-])c1cccnc1NCCNc1ncc(C(F)(F)F)cc1Cl	4.6	15.7	1.9	5.1	3.2	22.8	26.1	0.2	3.0[fluorescence artefact?]
Cc1ccc(N(CC(=O)NCC2CCCO2)C(=O)CCC(=O)Nc2ccccn2)cc1C (stereo unspecified)	12.4	13.4	-0.1	7.5	-0.9	16.7	-12.8	0.8	-0.4
COc1ccc(CCNC(=O)CN(c2ccc(C)cc2)S(=O)(=O)c2c(C)noc2C)cc1OC	7.4	17.3	1.1	6.2	6.5	20.6	36.6	2.0	-1.2
COc1ccc(N(C(=O)COc2ccccc2)C2C=CS(=O)(=O)C2)cc1 (stereo unspecified)	13.9	8.4	1.2	0.0	-25.4	3.9	6.7	0.1	8.7
COc1cc(SC)ccc1C(=O)Nc1ccccn1	2.5	-10.2	-0.2	·	6.7	-38.4	-12.0	-1.8	0.2

Single records, as listed above. Order of values: EP2 antag, NPY-Y1 PAM-ag, S1P4 ag, NPY Y1 blocker, S1P4 antagonist, NPY-Y2 PAM-ag, EP2 modulator, p97 ATPase inh, eIF4E-4G inh
Record of `COc1ccc(N(C(=O)COc2ccccc2)C2C=CS(=O)(=O)C2)cc1` (stereo unspecified) = 13.9, 8.4, 1.2, 0.0, -25.4, 3.9, 6.7, 0.1, 8.7
Record of `CCNC(=O)C1CC(=O)N(c2ccc(Br)cc2)C1` (stereo unspecified) = 11.8&4.4, 18.6, 1.9, -3.8, -1.8, 8.8, 10.6&-49.5, 7.3, -3.8

Continuation:
SMILES	EP2 antag	NPY-Y1 PAM-ag	S1P4 ag	NPY Y1 blocker	S1P4 antagonist	NPY-Y2 PAM-ag	EP2 modulator	p97 ATPase inh	eIF4E-4G inh
COC(=O)CCC(=O)c1oc2ccc(Cl)cc2c1NC(=O)CCCN1C(=O)c2ccccc2C1=O	·	0.8	-1.6	1.7	4.2	5.8	-15.4	6.2	-0.3
C(=N\Nc1nc(N2CCOCC2)nc(N2CCOCC2)n1)/c1ccncc1	5.5	1.9	0.6	0.7	3.2	9.1	0.9	4.0	9.0
O=C(NCCCN1CCCCCC1)c1ccc(CS(=O)(=O)Cc2ccccc2F)o1	10.4	-16.4	1.5	-3.3	-10.7	-5.1	20.2	1.5	-57.6[fluorescence artefact?]
C/C(=N\Nc1ccccn1)c1ccc2c(c1)OCO2	4.0	-6.3	9.1	0.8	4.1	-24.6	-36.7	-4.4	-2.6
CC(C)[C@H](NC(=O)c1ccco1)C(=O)OCC(=O)N(C)c1ccccc1	8.8	-0.5	1.4	·	-0.9	-6.8	-7.2	-7.2	0.7
Cc1ccc(NC(=O)CS(=O)CC(=O)NCCCN(C)c2ccccc2)cc1 (stereo unspecified)	5.9	6.8	24.6*	2.6	-7.5	13.9	1.2	-1.8	2.4
CN(C)CCn1nnc2c(=O)oc3ccccc3c21	11.2	12.2	-0.8	5.0	-16.3	10.9	35.5	7.2	-2.2
Cc1ccccc1CSCC(=O)c1c(N)n(C)c(=O)n(C)c1=O	7.4	-4.3	-1.4	-1.5	-11.8	-0.2	6.3	-1.0	-9.9
CCCCc1ccc(Nc2ncnc3nc[nH]c23)cc1	·	14.5	0.7	-4.3	2.6	19.7	-8.0	3.4	1.8
CC1CN(c2cc3nccnc3cc2F)CC(C)O1 (stereo unspecified)	-0.4	-0.6	0.6	0.8	-28.2	7.1	0.0	2.5	2.4
COc1ccc(C(=O)Nc2cccc(S(C)(=O)=O)c2)cc1OC	1.0	8.1	-1.5	7.0	5.1	-3.4	-15.5	9.4	1.7
COc1cc(S(=O)(=O)NCCN2CCOCC2)ccc1-n1cnnn1	3.2	-11.5	1.1	1.6	0.8	-2.5	16.4	1.9	0.4
CCCc1cc(=O)[nH]c(/N=C(/NC(=O)c2ccccc2)Nc2ccc3c(c2)OCCO3)n1	12.2	-3.5	3.3	5.4	-8.1	0.8	·	4.0	·
CCN(CC)S(=O)(=O)c1cccc(NC(=O)c2ccc(-n3nc(C)cc3C)cc2)c1	6.0	-3.0	-0.7	-1.5	-10.6	-6.1	-2.8	-2.9	-2.3
O=S(=O)([N-]c1nc2ccccc2nc1-[n+]1ccc(CCCc2ccccc2)cc1)c1cccs1	8.2	18.1	-0.1	·	-1.3	8.8	21.4	4.3	5.9
CCc1ccc(-c2cc(C(F)(F)F)n3nc(C(=O)Nc4cnn(Cc5ccc(C)cc5)c4)cc3n2)s1	1.2	2.6	-0.3	-0.2	6.3	-0.2	1.7	-0.8	-30.3
C=COCCNC(=O)Nc1ccc(Cl)cc1Cl	11.8	4.3	2.5	4.9	-11.0	5.0	10.4	-4.2	-0.2
NNC(=O)CCN1CCCCC1	0.8	-9.9	0.6	-4.3	2.8	6.9	4.3	1.5	0.9
CSc1cccc(NC(=S)N2CCCN(Cc3ccc(F)cc3)C2)c1	7.0	8.8	0.2	-2.8	0.5	16.2	-33.6	0.9	-4.1
CCc1ccc(NC(=S)Nc2cc(C(=O)O)ccc2N2CC3CC(C2)c2cccc(=O)n2C3)cc1 (stereo unspecified)	3.4	-4.6	1.1	-0.2	6.6	-3.4	-23.9	4.7	-0.8
O=C(Nc1ccccc1)c1ccc(Br)o1	19.2	-7.7	0.3	-2.5	-7.6	2.2	-14.1	-1.1	9.2
Cc1ccc(CC(=O)NC2CCSC2=O)cc1 (stereo unspecified)	7.2	-0.7	1.6	8.5	-17.1	2.8	32.6	5.1	-1.9
O=C(Cn1nc(C(F)(F)F)c2c1CCCC2)NC1CCCC1	4.8	14.4	-0.2	1.9	-13.2	10.3	-7.9	3.3	12.5[fluorescence artefact?]
Cc1c([N+](=O)[O-])c([N+](=O)[O-])nn1CC(=O)N1CCOCC1	12.7	-5.5	-0.7	6.2	-4.3	-7.6	11.8	4.0	1.4
COc1ccc(-c2nn(C)c(=O)c3ccccc23)cc1CNC(=O)CN1CCOCC1	8.3	-22.9	2.1	-0.2	-4.0	14.5	·	4.5	·
COc1ccc(CCn2c(=S)[nH]c3cc(C(=O)N4CCOCC4)ccc3c2=O)cc1OC	6.8	2.2	1.4	0.6	-7.9	6.0	-16.6	0.6	3.8
CC(C)(C)NC(=O)CN(Cc1cccs1)C(=O)C1COc2ccccc2O1 (stereo unspecified)	4.4	-8.8	0.0	6.2	-4.0	15.4	5.6	1.3	3.2
CCOc1ccccc1C(=O)Nc1cc(C(=O)NCCc2ccccc2)ccc1Cl	5.3	-1.9	-0.6	1.4	-14.2	-2.3	19.7	1.0	-6.1
Cc1ccc(-n2c([S-])c(C(=O)Nc3ccc(OC(F)F)cc3)[n+]3ccc(C(=O)NCCO)cc23)cc1C	22.1	13.2	2.5	-8.0	-6.8	4.3	1.5	0.5	-12.5
Cc1ncc([N+](=O)[O-])n1CCOC(=O)NC(NCc1cccnc1)C(Cl)(Cl)Cl (stereo unspecified)	4.1	-12.8	0.1	-4.2	-12.3	-1.7	-0.6	-2.0	0.3
CCCOc1ccc(OCCN2CCCC(C)C2)cc1 (stereo unspecified)	4.3	3.6	1.5	6.6	-2.8	-19.2	19.9	1.9	1.9
Cc1ccccc1OCC(O)Cn1c(Br)nc2c1c(=O)n(C)c(=O)n2C (stereo unspecified)	6.2	12.0	-2.4	-1.4	-10.8	-7.1	20.4	0.4	1.8[fluorescence artefact?]
O=C(C1=C[C@H](c2ccccc2)C[C@H](OCc2ccc(CO)cc2)O1)N1CCN(Cc2ccc3c(c2)OCO3)CC1	30.5	15.4	-0.6	-3.5	12.9	9.3	17.3	-0.3	1.1
CCCCCCCCSc1nnc2[nH]c(=O)cc(N)n12	3.7	-1.2	0.2	3.4	-12.8	-3.9	12.2	0.3	-2.2
Cc1ccc(S(=O)(=O)N(C)c2cc(S(=O)(=O)N3CCC(C)CC3)c(C)cc2C)cc1	12.3	-13.1	2.5	6.0	5.3	-15.7	20.7	-12.9	11.3
COc1ccc(Nc2nc(NN)nc(C)c2[N+](=O)[O-])cc1	4.8	14.5	1.2	-2.9	0.5	-8.8	-70.7	3.5	0.6
C/C(=N\OC(=O)c1ccc(Br)cc1)c1ccccn1	5.2	-18.6	0.1	-1.9	-10.3	4.6	-20.3	1.6	-3.0
NC(=S)Nc1ccc(Cl)cc1Cl	0.6	-9.6	-0.3	·	-1.7	4.4	-13.0	-4.2	5.3
COCCCNc1ccc([N+](=O)[O-])cc1C(=O)Nc1cccc(C)n1	6.1	-0.9	2.6	2.3	0.8	12.2	-16.2	7.3	-0.9
O=C(CSc1nnc(COc2cccc3cccnc23)o1)N1CCCC1	9.7	29.6	1.0	-1.4	3.5	3.7	8.0	5.4	0.4
CCCS(=O)(=O)c1nc(S(=O)(=O)c2ccc(C)cc2)c(N2CCCC2)s1	6.5	-13.0	1.7	3.2	-8.5	9.4	25.2	-2.7	-3.9
COC(=O)c1c(/N=C/N(C)C)sc2c1CCN(c1ncc(C(F)(F)F)cc1Cl)C2	2.5	4.9	-1.7	-5.2	-0.8	5.2	19.4	1.2	2.7[fluorescence artefact?]
CCOc1ccccc1NC(=O)C(NCCN(C)C)c1ccccc1 (stereo unspecified)	5.4	-15.5	2.1	10.9	-6.8	-2.4	15.0	-3.3	3.0
O=C(O)c1ccc2c(c1)nnn2C1CCCCC1	8.4	12.1	0.6	2.3	-6.3	-7.0	19.2	4.0	0.7
CC(=O)Nc1ccc(CN2CCCC(CCC(=O)NCc3ccccc3F)C2)cc1 (stereo unspecified)	1.4	1.2	-0.3	1.2	-5.5	5.8	-14.6	7.2	2.5
COC(=O)C1C(=O)C2=C(CC1C)NC(=O)CC2c1ccccc1 (stereo unspecified)	9.8	-18.2	0.3	4.0	-23.5	10.1	12.9	3.5	4.3[fluorescence artefact?]
C/C(=N\Nc1ccc([N+](=O)[O-])cc1)c1ccc(C#N)cc1	15.9	20.5	1.0	·	-0.8	13.6	-23.4	4.3	-6.5
Cc1ccc(-c2[nH]nc3c2C(C)C(C#N)=C(N)O3)cc1 (stereo unspecified)	4.9	-7.5	0.4	-0.7	-10.3	5.5	1.6	-1.4	-1.8
NS(=O)(=O)c1ccc(CCNc2nc(CN3CCCCC3)nc3sc4c(c23)CCC4)cc1	6.2	1.4	-1.6	10.9	-0.8	-14.9	-18.8	2.3	3.0

Screens as filed in PubChem BioAssay.

Some of the compounds tested; the hit share may differ from the screen's.
